Assay outcomes: PubChem BioAssay, several laboratories
RORA act: activators of orphan receptor RORA, primary screen, cell-based, luminescence. CHO-K1 Gal4-RORA LBD luciferase reporter; percent increase over mock-subtracted basal signal. AID 560, 2006. actives 1.5% (n = 65,000). activation, % at 10 µM. Nuclear receptor ROR-alpha (Homo sapiens), P35398;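 active = activation above the mean of all tested compounds plus 3 SD, cut at about 49% in these data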;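 note: 0% = DMSO-treated RORA cells and 100% = added signal equal to DMSO minus mock-transfected cells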
Target sequence (P35398 whole entry, looked up, the tested form may be a part): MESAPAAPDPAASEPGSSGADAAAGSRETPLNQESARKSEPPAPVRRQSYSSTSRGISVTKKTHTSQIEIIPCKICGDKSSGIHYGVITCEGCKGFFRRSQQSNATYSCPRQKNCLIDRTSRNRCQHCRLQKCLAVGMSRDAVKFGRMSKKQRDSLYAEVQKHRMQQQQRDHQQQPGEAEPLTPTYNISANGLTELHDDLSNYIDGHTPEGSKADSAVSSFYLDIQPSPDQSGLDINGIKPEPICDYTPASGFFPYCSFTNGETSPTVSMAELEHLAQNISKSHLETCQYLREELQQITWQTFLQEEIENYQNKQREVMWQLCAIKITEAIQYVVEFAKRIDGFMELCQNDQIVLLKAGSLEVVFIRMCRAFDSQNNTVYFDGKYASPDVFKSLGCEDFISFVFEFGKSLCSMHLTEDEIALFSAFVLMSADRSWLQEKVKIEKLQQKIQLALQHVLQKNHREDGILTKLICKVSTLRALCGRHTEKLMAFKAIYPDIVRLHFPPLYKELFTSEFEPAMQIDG
M1 antag: antagonists of rat M1 muscarinic receptor. Muscarinic acetylcholine receptor M1 (Rattus norvegicus), P08482. CHO-M1 cells, Fluo-4 calcium, ACh EC80 antagonist mode; hits give low values. B-score at 10 µM. actives 3.4% (n = 64,000). AID 628, 2007;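 active = calcium fluorescence response, raw or row-and-column corrected B-score, differing from the plate sample mean either way at a set confidence level, mostly lower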
Target sequence (P08482 whole entry, looked up): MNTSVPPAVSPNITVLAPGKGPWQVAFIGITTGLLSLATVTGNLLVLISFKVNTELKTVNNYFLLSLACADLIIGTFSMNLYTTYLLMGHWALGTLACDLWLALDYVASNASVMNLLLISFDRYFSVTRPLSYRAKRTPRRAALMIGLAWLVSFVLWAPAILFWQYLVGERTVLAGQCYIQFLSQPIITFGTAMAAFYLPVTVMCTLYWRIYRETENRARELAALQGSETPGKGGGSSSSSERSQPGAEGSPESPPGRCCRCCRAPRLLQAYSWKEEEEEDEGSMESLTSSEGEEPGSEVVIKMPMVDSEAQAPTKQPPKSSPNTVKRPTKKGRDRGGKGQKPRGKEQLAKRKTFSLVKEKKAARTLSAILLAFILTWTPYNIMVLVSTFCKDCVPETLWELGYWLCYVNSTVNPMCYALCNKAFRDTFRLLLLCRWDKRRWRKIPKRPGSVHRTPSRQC
SF1 activator: activators of human SF-1, primary screen, cell-based, CHO-K1, Gal4-SF-1 LBD, luciferase luminescence | Steroidogenic factor 1 (Homo sapiens), Q13285 | CHO-K1 Gal4-SF-1 LBD luciferase reporter; % increase over DMSO SF-1-specific signal | activation, % at 10 µM | actives 1.9% (n = 65,000);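 active = activation above the mean activation of all tested compounds plus 3 SD, cut at about 50% in these data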
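Material: Gal4–SF-1 LBD one-hybrid luciferase reporter in CHO-K1 cells | Amount: 4,000 cells per well | Compound dosing: 10 µM single point, 1% DMSO | Schedule: 20 h compound treatment, 37 °C | Measured by: SteadyLite luciferase luminescence | Evaluation: Percent activation versus DMSO | Control set: DMSO-treated SF-1-transfected cells as negative, DMSO-treated mock-transfected cells lacking SF-1 as background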
Ec RNAP inh: E. coli RNAP inhibitors, biochemical. actives 0.2% (n = 62,000). DNA-directed RNA polymerase subunit beta (Escherichia coli (strain K12)), P0A8V2. E. coli RNA polymerase, fluorescence transcription assay. inhibition, %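 (tested at 10 µM)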; in the data active = inhibition above about 20%;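 note: 0% = enzyme without compound and 100% = no enzyme blank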
TNAP act mid DEA: human TNAP enzyme activators, primary screen, biochemical, luminescent, intermediate phosphate acceptor level. activation factor at 20 µM. purified TNAP, CDP-star luminescence, 100 mM DEA, 30 min; hits give high values; scale: 0 levamisole-inhibited, 1 vehicle-only enzyme. Alkaline phosphatase, tissue-nonspecific isozyme (Homo sapiens), P05186. 64,000 tested, under 10 active;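 active = activation factor of at least 2 at 20 µM, relative to controls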
tolC growth inh: growth inhibitors of E. coli tolC mutant, primary screen, strain BW25113 ΔtolC::kan, 384-well; actives 2.2% (n = 65,000); growth inhibition, % at 10 µM (by protocol); OD615;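 active = growth inhibition at or above a cutoff equal to the mean over every tested compound plus 3 SD, cut at about 60% in these data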;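 note: growth measured after 20 h incubation at 37 °C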
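Doses: one dose of 10 µM final / Material: E. coli BW25113 ΔtolC::kan, tolC deletion mutant strain / Buffer or medium: LB with kanamycin 50 µg/mL / Evaluation: percent growth inhibition / Detection: optical density read at 615 nm / Incubation: 37 °C, 20 h exposure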
M1 agonist: M1 muscarinic receptor agonists, primary screen, CHO-M1 cells, Fluo-4 calcium, agonist mode; Fluo-4 calcium fluorescence; hits give high values; actives 3% (n = 64,000); Muscarinic acetylcholine receptor M1; B-score at 10 µM;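 active = fluorescence rise, raw or as B-score row- and column-corrected plate score, outside the 99.7% band of its plate's samples, either direction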
Fluor 339 460: intrinsic fluorescence of library compounds, ex339/em460 – biochemical, MLSMR library, data from DPM-DC assay, artefact control, profiling panel. actives 5.5% (n = 65,000). fluorescence fold increase at 10 µM. compound autofluorescence, ex339/em460 nm, NADH buffer; hits give high values; 1 = no-compound wells, NADH background. AID 709, 2007;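 active = at 10 µM, mean starting fluorescence two-fold or more over control wells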;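 note: signal is the first read of a kinetic run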
NADH coupling: inhibitors of PK/LDH coupling enzymes, profiling panel, artefact control, biochemical, MLSMR library; coupled PK/LDH NADH assays, four targets; IC50, µM (doses to about 10 µM), for the others: top-dose inhibition; actives 0.02% (n = 65,000); AID 774, 2007;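 active = single-dose screening hits from any of four coupled enzyme assays that gave an IC50 when retested across doses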;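 note: the DPM-DC format reads NADH fluorescence rather than 340 nm absorbance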
Starred values were filed as active, the others as inactive; · = not tested or not shown; [ ] = remark or other dose.

A first look, 11 compounds:
item	compound	SF1 activator	Fluor 339 460	TNAP act mid DEA	tolC growth inh	M1 antag	Ec RNAP inh	RORA act	M1 agonist	NADH coupling
1	O=C(NC1CCCCC1)N(Cc1nc2ccccc2c(=O)[nH]1)C1CCCCC1	20	1.5	0.9	17	0.39	2	22	-0.42	4%
2	C1=CC2CC1CC2CNCc1ccco1 (stereo not drawn)	11	1	0.9	-9	-0.16	·	6	-0.49	6%
3	O=C(Cc1cccs1)NCC1CCCO1 (stereo not drawn)	0	1.1	0.9	-36	0.17	6	-7	-0.93	8%
4	O=C(CN1C(=O)NC2(CCCCCCC2)C1=O)NC(=O)NCc1ccco1	-10	1.1	0.9	16	0.55	11	2	-0.013	5%
5	COC(=O)c1ccc2c(=O)n(CCCCCC(=O)NCc3ccccn3)c(=O)[nH]c2c1	12	2.5*	1	-4	-0.37	0	11	-0.012	11%
6	COc1ccc(C(=O)CSc2nc3nc(C)cc(C)n3n2)cc1OC	-4	1.1	0.9	-12	-0.11	4	7	-1.9	2%
7	CN(Cc1ccccc1)C(=O)COC(=O)c1ccc2c(c1)OCO2	14	1.1	0.9	9	-0.31	6	2	-0.49	7%
8	Cc1ccc(S(=O)(=O)C(CCC(=O)N2CCOCC2)S(=O)(=O)c2ccc(C)cc2)cc1	-8	1.1	1	5	0.47	6	-9	0.88	1%
9	COc1ccccc1-c1nc(C#N)c(N2CCc3ccccc3C2)o1	-14	3.9*	0.9	54	-0.064	-2	-8	0.2	6%[fluoresces]
10	Cc1nc2scc(-c3ccccc3)c2c(=O)o1	1	1	1	-9	0.077	10	-6	0.86	0%
11	COc1ccc(C(CC(=O)NCCCN2CCOCC2)NS(=O)(=O)c2ccc(C)cc2)cc1 (stereo not drawn)	12	1.1	0.9	-3	0.2	6	18	0.64	1%

The whole of this part, from the first entry:
item	compound	SF1 activator	Fluor 339 460	TNAP act mid DEA	tolC growth inh	M1 antag	Ec RNAP inh	RORA act	M1 agonist	NADH coupling
1	O=C(NC1CCCCC1)N(Cc1nc2ccccc2c(=O)[nH]1)C1CCCCC1	20	1.5	0.9	17	0.39	2	22	-0.42	4%
2	C1=CC2CC1CC2CNCc1ccco1 (stereo not drawn)	11	1	0.9	-9	-0.16	·	6	-0.49	6%
3	O=C(Cc1cccs1)NCC1CCCO1 (stereo not drawn)	0	1.1	0.9	-36	0.17	6	-7	-0.93	8%
4	O=C(CN1C(=O)NC2(CCCCCCC2)C1=O)NC(=O)NCc1ccco1	-10	1.1	0.9	16	0.55	11	2	-0.013	5%
5	COC(=O)c1ccc2c(=O)n(CCCCCC(=O)NCc3ccccn3)c(=O)[nH]c2c1	12	2.5*	1	-4	-0.37	0	11	-0.012	11%
6	COc1ccc(C(=O)CSc2nc3nc(C)cc(C)n3n2)cc1OC	-4	1.1	0.9	-12	-0.11	4	7	-1.9	2%
7	CN(Cc1ccccc1)C(=O)COC(=O)c1ccc2c(c1)OCO2	14	1.1	0.9	9	-0.31	6	2	-0.49	7%
8	Cc1ccc(S(=O)(=O)C(CCC(=O)N2CCOCC2)S(=O)(=O)c2ccc(C)cc2)cc1	-8	1.1	1	5	0.47	6	-9	0.88	1%
9	COc1ccccc1-c1nc(C#N)c(N2CCc3ccccc3C2)o1	-14	3.9*	0.9	54	-0.064	-2	-8	0.2	6%[fluoresces]
10	Cc1nc2scc(-c3ccccc3)c2c(=O)o1	1	1	1	-9	0.077	10	-6	0.86	0%
11	COc1ccc(C(CC(=O)NCCCN2CCOCC2)NS(=O)(=O)c2ccc(C)cc2)cc1 (stereo not drawn)	12	1.1	0.9	-3	0.2	6	18	0.64	1%
12	O=C(Oc1ccccc1)c1c(Cl)cccc1P(=O)(O)O	-3	1	0.9	-4	-0.73	3	2	-0.76	3%
13	CCc1cc(=O)oc2cc(C)c(CN3CCCCC3)c(O)c12	5	1.1	0.8	17	0.34	9	-11	-1	0%
14	CCN(CC)C(=O)CSc1nc2sc(C)c(C)c2c(=O)[nH]1	4	1.1	1	15	-0.19	2	0	-0.26	2%
15	Cn1c(=O)oc2cc(S(=O)(=O)NCCc3ccccc3)ccc21	-30	1.3	0.9	0	-0.56	-5	8	-1.1	3%
16	CN(C(=O)c1ccc(=O)[nH]c1)C1(C(=O)NC2CCCCC2)CCCCC1	2	1.1	1	-11	0.19	-3	-1	0	10%
17	Cc1onc(-c2ccccc2Cl)c1C(=O)NCCn1c(C)cc2ccccc21	-14	1	0.8	18	0.24	9	22	-0.36	3%
18	O=C(N1CCOCC1)N(CCN1CCOCC1)Cc1cccc(Cl)c1	0	1.1	0.9	-10	0.72	4	0	0.16	2%
19	CC(=O)C1=C(Nc2ccc(C)cc2)CC(C)(O)C(C(C)=O)C1c1ccco1 (stereo not drawn)	0	1	1	-1	-13*	3	-7	0.079	4%
20	CC(C)(CN1CCCCC1)NS(=O)(=O)c1ccc(Cl)cc1	4	1.1	1	-2	-1.9	-1	-18	0.91	4%
21	COCCN(C(=O)c1cccc(OC)c1)c1nnc(-c2ccncc2)s1	5	1.2	1	-14	-0.18	6	7	0.57	10%
22	O=C(CC1=NCCNC(c2ccccc2)C1)c1ccccc1O (stereo not drawn)	0	1.1	0.8	·	-0.23	11	28	-1.2	8%
23	Cc1ccc(N(C(=O)C2CCCO2)C2C=CS(=O)(=O)C2)cc1Cl (stereo not drawn)	-5	1.2	1	-7	1.9	6	4	-0.057	9%
24	COc1cc(NC(=O)c2ccc(-c3ccc(Br)cc3)o2)ccc1NC(=O)C(C)C	-1	3.8*	·	-3	0.12	·	12	0.17	5%[fluoresces]
25	Cc1ccnc(NC(=O)CCC(=O)N(CC(=O)NC2CCCCC2)c2cccc(C)c2C)c1	12	1.1	0.9	16	-0.077	-9	4	-0.72	2%
26	Cc1cccc(OC(C)C(=O)N(Cc2cccs2)C2CCS(=O)(=O)C2)c1C (stereo not drawn)	1	1.1	0.9	9	-0.27	3	-24	-0.29	1%
27	CCNc1nc(SCCOc2ccc(C)cc2)nc(N(C)C)n1	1	1.1	0.8	24	0.19	6	6	0.91	4%
28	COc1cccc(C(c2sc3ncnn3c2O)N2CC(C)OC(C)C2)c1 (stereo not drawn)	-4	1.1	0.9	-8	0.0073	6	-10	-0.29	8%
29	CCOC(=O)N1CCN(C(=O)c2ccc3nc(C)sc3c2)CC1	10	1.1	0.9	-14	-0.66	-3	-17	-0.39	4%
30	CC(=O)Nc1cnc2ccccc2n1	15	1.1	0.9	10	0.99	10	-6	0.019	3%
31	CN(C)c1cccc(C(=O)OCC(=O)NCC2CCCO2)c1 (stereo not drawn)	-14	1.2	1	4	-0.079	5	-4	0.079	3%
32	O=c1c2ccccc2sc2nc(C3CCCCC3)n(Cc3ccco3)c(=O)c12	-4	1.1	0.8	52	1.1	·	10	0.23	8%
33	Cc1occc1C(=O)Nc1nnc(-c2ccncc2)s1	20	2.2*	0.9	5	0.55	5	14	0.21	7%[fluoresces]
34	O=C(Cn1ccc2ccccc2c1=O)N1CCN(Cc2ccc3c(c2)OCO3)CC1	-1	1.2	0.9	5	-2.8*	1	8	0.07	2%
35	COC(=O)c1ccc(Cn2cnc3c(sc4nc(N5CCOCC5)c5c(c43)CCCC5)c2=O)o1	-1	1.3	0.9	6	-0.013	9	-16	-0.32	4%
36	CC(C)(C)OC(=O)N1CC=C2C(C#N)=C(N)C(C#N)(C#N)C(c3cccs3)C2C1 (stereo not drawn)	10	1.1	0.9	32	-0.78	8	2	4.7*	2%
37	COc1ccc(C2CC(c3ccccc3)Nc3nc(NC(=O)c4ccco4)nn32)cc1 (stereo not drawn)	4	1.3	1	32	1.3	7	-22	-0.27	1%
38	O=C(c1ccccc1Cl)N1CCc2ccccc2C1	3	1	0.8	12	-0.095	7	-18	1.2	3%
39	Cc1ccc(-n2c(SCC(=O)NCC3CCCO3)nc3c(c2=O)SCC3)cc1 (stereo not drawn)	-3	1.1	1	-13	-0.52	5	-9	0.058	2%
40	COc1ccc2c(c1)CCc1c(C(=O)Nc3ccn(Cc4ccc(C)cc4)n3)noc1-2	-13	1.2	0.9	-11	0.71	3	7	-0.21	4%
41	CCCCNC(=O)CSc1nc2ccccc2c(=O)n1C1CCCC1	-4	1	0.9	25	0.6	6	-19	-0.98	4%
42	C=CCOC(=O)COc1ccc2c(C)c(C)c(=O)oc2c1C	2	2.4*	0.9	1	-0.0069	1	5	-0.15	4%[fluoresces]
43	O=C(NCCc1ccccc1)c1ccncc1	21	1	0.9	-9	0.6	12	30	-1.2	5%
44	Cn1nnnc1SCC(=O)Nc1ccccc1Cc1ccccc1	-3	0.98	0.9	-8	0.63	9	-1	-1.5	5%
45	Cc1cc(-c2nn3c(-c4ccccc4)nnc3s2)c2ccccc2n1	-26	1.1	0.9	-6	-0.43	10	-40	-0.21	11%
46	O=C(c1cncc(Br)c1)N1CCN(c2ccc(N3CCOCC3)nn2)CC1	9	2.1*	1	-15	-1.5	8	-11	0.2	11%[fluoresces]
47	Cc1ccc(Nc2nc(N3CCOCC3)c3ccccc3n2)cc1	-18	1.8	0.9	34	0.24	·	-19	2.5	7%
48	CCCn1c(=S)[nH]c2cc(C(=O)NCC3CCCO3)ccc2c1=O (stereo not drawn)	19	1.1	0.9	-6	-0.0017	11	24	-1.4	4%
49	COc1cccc(Cn2c(C3CC3)nc3ccc(NC(=O)c4ccco4)cc3c2=O)c1	20	1.1	0.9	35	0.15	2	12	-0.34	5%
50	CCCCN(CCCNC(=O)C1CCN(S(=O)(=O)N2CCOCC2)CC1)c1ccccc1	16	1.1	1.1	23	-1.3	-2	9	-0.43	3%
51	O=C(C1CCCN(S(=O)(=O)c2cnc[nH]2)C1)N(CCc1ccccc1)Cc1ccccc1 (stereo not drawn)	-2	1.1	0.9	19	-0.14	6	-13	1.2	1%
52	C=CCNC(=O)c1ccc2nccnc2c1	·	1.1	0.9	-11	·	-2	·	·	2%
53	Cc1ccc(S(=O)(=O)c2cc3c(=O)n4cc(C)ccc4nc3n(CC3CCCO3)c2=N)cc1 (stereo not drawn)	1	2.1*	0.9	-15	0.5	2	-15	-0.049	8%
54	O=C(CN1CCN(c2ccc(F)cc2)CC1)Nc1nnc(-c2ccccc2)s1	-1	1.1	1	-1	0.88	0	-7	-0.63	4%
55	COCCNC(=O)CN(C(=O)CCC(=O)Nc1nccs1)c1ccccc1OC	-28	1.1	1	3	-0.03	7	20	0.0042	3%
